# PLK1 kinase inh: inhibitors of human PLK1 kinase; 97,000 tested, 0.53% active; recombinant PLK1 kinase, TR-FRET peptide phosphorylation; inhibition, % at 10 µM; P53350;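 active means inhibition of 50% or more in the single-concentration screen; inactive means inhibition below 50%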;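 further: 0% = DMSO max control and 100% = H-89 dihydrochloride min control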
# PTPN22 inh 2: LYP (human) phosphatase inhibition; Q9Y2R2; recombinant LYP catalytic domain, DiFMUP fluorescence; inhibition, % at 2 µM; 96,000 tested, 0.21% active; AID 640;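 active means inhibition at 2 µM at or above a set limit, the screen mean plus 3 SD, cut at about 24% in these data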;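 further: 0% = DMSO with enzyme and 100% = enzyme fully blocked by orthovanadate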
# EphB4 antag: blocks human EphB4 binding to ephrin-B2 | EphB4 LBD / TNYL-RAW-Alexa532 peptide, fluorescence polarization | inhibition, % at 7 µM | 97,000 tested, 0.15% active;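 active means inhibition above the screen-wide mean inhibition plus 3 SD, cut at about 15% in these data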;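 further: 0% = DMSO wells and 100% = excess unlabeled TNYL-RAW peptide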
# Target sequence (P54760 whole entry, looked up, the tested form may be a part): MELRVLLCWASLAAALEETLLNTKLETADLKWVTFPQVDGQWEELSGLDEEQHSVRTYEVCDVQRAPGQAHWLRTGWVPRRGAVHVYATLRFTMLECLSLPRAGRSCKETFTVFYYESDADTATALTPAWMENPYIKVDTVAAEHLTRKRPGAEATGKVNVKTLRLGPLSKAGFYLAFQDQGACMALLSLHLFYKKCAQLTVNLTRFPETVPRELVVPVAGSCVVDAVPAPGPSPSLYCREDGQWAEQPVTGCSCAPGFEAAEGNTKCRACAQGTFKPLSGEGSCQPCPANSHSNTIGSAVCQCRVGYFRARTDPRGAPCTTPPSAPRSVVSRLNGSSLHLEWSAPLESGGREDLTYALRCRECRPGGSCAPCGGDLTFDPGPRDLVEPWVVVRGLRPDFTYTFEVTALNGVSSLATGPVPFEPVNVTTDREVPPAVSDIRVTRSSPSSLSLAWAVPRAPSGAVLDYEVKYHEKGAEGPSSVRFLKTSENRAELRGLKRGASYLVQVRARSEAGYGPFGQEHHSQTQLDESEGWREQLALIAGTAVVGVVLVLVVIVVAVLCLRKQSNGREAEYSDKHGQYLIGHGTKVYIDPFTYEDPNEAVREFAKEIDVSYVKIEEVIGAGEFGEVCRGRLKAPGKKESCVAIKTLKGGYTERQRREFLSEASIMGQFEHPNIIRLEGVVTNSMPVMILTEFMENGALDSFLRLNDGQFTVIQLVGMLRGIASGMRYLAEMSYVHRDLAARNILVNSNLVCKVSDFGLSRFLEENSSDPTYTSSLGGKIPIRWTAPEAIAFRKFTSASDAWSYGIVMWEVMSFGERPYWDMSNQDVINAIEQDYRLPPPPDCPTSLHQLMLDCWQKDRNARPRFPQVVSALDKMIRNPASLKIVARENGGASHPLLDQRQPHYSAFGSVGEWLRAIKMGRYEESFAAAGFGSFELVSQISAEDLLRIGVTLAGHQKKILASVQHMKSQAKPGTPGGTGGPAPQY
# PLK1 PBD inh: inhibitors of human Plk1 polo box domain binding. AID 693. inhibition, %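 (tested at about 20 µM)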. 97,000 tested, 0.13% active. Plk1 PBD phosphopeptide binding, fluorescence polarization. P53350; in the data active means inhibition above about 34%, passing the limit was not always enough
# LYP act: activators of human LYP (PTPN22) phosphatase | recombinant LYP, DiFMUP fluorescence; 0 = plate median, 100 = signal doubled | activation, % at 2 µM | 96,000 tested, 0.11% active | AID 697;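 active means activation at 2 µM above a set limit, the mean plus 5 SD, cut at about 37% in these data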
# CYP2C9 inhib: inhibitors of human CYP2C9 | P11712 | inhibition, % at 5 µM | 96,000 tested, 20% active | CYP2C9 Supersomes, luciferin-H conversion, luminescence | AID 777;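 active means blocking of liver enzyme CYP2C9 beyond about 50% at 5 µM, limit read from the data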; further: values of inactives mirror those of a sister screen read the other way
# Rev-RRE block: HIV Rev-RRE protein-RNA interaction inhibition; Rev peptide-RRE RNA binding, FRET; inhibition, % at 8 µM; 97,000 tested, 0.79% active; AID 704;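 active means inhibition above the screen-wide mean plus 3 SD, cut at about 35% in these data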;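 further: 0% = median DMSO wells and 100% = median Neomycin B control wells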
# Target sequence (P05866 whole entry, looked up): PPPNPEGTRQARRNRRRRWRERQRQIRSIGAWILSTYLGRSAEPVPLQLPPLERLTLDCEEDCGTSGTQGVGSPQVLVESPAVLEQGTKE
#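 Test system: Cy5-tagged RRE RNA duplex with fluorescein-tagged Rev peptide | Read-out: % inhibition of FRET ratio versus controls | Probe or stimulus: Labelled Rev peptide | Incubation: 5 min RNA-compound premix plus 15 min binding step, 25 °C | Technique: FRET fluorescence readout | Benchmarks: DMSO low control, neomycin B high control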
# CYP2C9 activ: activators of human CYP2C9. P11712. recombinant CYP2C9, luciferin-H conversion, luminescence; active compounds read high; factor 1 = untreated enzyme, 0 = blocked. activation factor at 5 µM. 96,000 tested, 1.4% active. AID 1024;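 active means activation factor of 2 or more for CYP2C9 at a 5 µM dose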;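 further: 0 = sulfaphenazole-blocked wells and 1 = vehicle-only wells; values of inactives mirror those of a sister screen read the other way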
# Calb biofilm kill: kills Candida albicans biofilms | C. albicans biofilm + clotrimazole, Alamar Blue | 85,000 tested, 0.14% active | inhibition, % at 6 µM | AID 834;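 active means inhibition above 20%; inactive means inhibition below 20%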;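 further: preformed 24 hr biofilms exposed to compound for 48 hr; 0% = biofilm without compound and 100% = blank killed by clotrimazole plus chlorhexidine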
# * hit, by the source's call; x = no result given.
item	Molecule	PLK1 kinase inh	PTPN22 inh 2	EphB4 antag	PLK1 PBD inh	LYP act	CYP2C9 inhib	Rev-RRE block	CYP2C9 activ	Calb biofilm kill
1	CC1(C)C(=O)C2(CCCCC2)C(=O)OC1c1ccc(O)cc1 (stereo not drawn)	-17.5	-8.5	-1.8	5.0	0.7	59.5*	3.4	0.4	4.9
2	COc1cc2c(cc1NC(C)=O)CCCC2	-5.5	-13.0	3.4	-2.5	9.2	-9.1	4.0	1.1	10.3
3	Cc1ccc(CNC(=O)c2cc3c(=O)n(C)c4ccccc4c3n2C)cc1	-71.2	-5.9	-7.3	62.0*	2.9	39.4	2.8	0.6	11.0
4	COC(=O)c1cc(Br)c(=O)n(CCN2CCOCC2)c1	4.7	3.3	-0.8	6.7	-5.7	10.5	9.6	0.9	x
5	COc1cc(COc2ccc3c(C)c(Cc4ccccc4)c(=O)oc3c2C)cc(OC)c1OC	-8.8	15.0	3.5	28.5	-11.5	66.1*	1.9	0.3	x
6	Cc1ccc(/C=N/c2sc3c(c2C#N)CCCCC3)o1	5.0	3.4	6.3	-7.3	-4.1	-6.3	6.8	1.1	10.1
7	COc1ccccc1CCC(=O)Nc1nc2ccccc2[nH]1	15.4	0.1	-2.2	-3.5	-1.1	1.4	3.5	1	14.3
8	CCN1CCN(S(=O)(=O)c2cc(C)c(OC)cc2C)CC1	-14.4	-8.9	3.9	-0.9	7.8	-74.3	3.1	1.7	8.7
9	COc1ccc(NC(=O)Cc2c(O)c3ccccc3[nH]c2=O)cc1	-10.7	-0.6	-6.2	-17.5	4.1	3.7	5.1	1	x
10	CC(C)(C)NC(=O)CSC(=Nc1ccc(F)cc1)NC#N	-6.7	4.0	-5.3	9.2	-7.2	41.3	4.1	0.6	2.6
11	COc1ccc(C(C)NC(=O)c2ccccc2)cc1 (stereo not drawn)	6.4	-11.1	16.0*	25.6	10.1	5.2	3.5	0.9	0.8
12	CCN(CC)CCOc1nnc(-c2ccc(C)cc2)c2ccccc12	-1.1	-0.8	3.8	-8.8	2.5	16.0	7.4	0.8	3.4
13	Cc1ccc(OCC(=O)c2cc(C)c(C)cc2C)c([N+](=O)[O-])n1	-6.0	-4.6	-3.6	5.9	6.8	-26.0	5.6	1.3	3.9
14	O=C(c1ccco1)N1CCN(C(=O)c2ccc(Cn3cc(Br)cn3)o2)CC1	-5.5	-4.2	0.9	-25.3	4.8	19.0	1.3	0.8	10.5
15	Cc1ccsc1/C=N/Nc1ncc(Cl)cc1Cl	-12.1	-5.8	-14.0	-29.9	3.1	21.1	4.9	0.8	x
16	Cc1cc(C)n(CC(O)Cn2c3ccc(Br)cc3c3cc(Br)ccc32)c(=O)n1 (stereo not drawn)	-16.7	5.5	4.4	-10.7	-6.3	68.7*	3.4	0.3	2.2
17	CC(=O)C1=C(O)C(=O)N(Cc2cccnc2)C1c1ccccc1Cl (stereo not drawn)	-6.9	-9.9	-8.9	10.1	7.2	0.5	0.5	1	0.8
18	CCOc1cc(-c2cc(-c3ccc(OC)cc3)nc(N)c2C#N)ccc1O	-10.8	5.0	-2.1	-27.2	-3.1	47.2	3.6	0.5	-3.1
19	Cc1cc(C)n(CC(=O)NC2CCCCC2)n1	-8.8	-9.3	-5.1	-17.6	8.5	-0.6	0.0	1	4.9
20	COc1ccc(-c2nc3n(c2Br)CCC3)cc1	-2.7	1.3	6.5	-7.4	-3.2	2.9	6.8	1	x
21	CSc1nn(CCc2ccncc2)c(=S)s1	-8.3	-8.4	0.1	6.5	7.8	64.9*	1.4	0.4	-4.6
22	COc1ccc(C(=O)N/N=C/C(C)c2ccccc2)cc1OC (stereo not drawn)	-3.0	0.0	5.3	16.2	3.4	-2.1	7.0	1	x
23	COCCCn1c(Cc2csc(Nc3cccc(Cl)c3)n2)nnc1SCC(=O)OC	-5.0	-3.2	7.6	2.8	1.7	80.4*	3.0	0.2	2.1
24	Cc1ccc(-n2c3c(cc(C(=O)NC4CCSC4=O)c2=O)C(=O)CCC3)cc1 (stereo not drawn)	-8.5	8.1	3.3	-24.1	-8.8	16.7	6.9	0.8	4.3
25	OC1CCN(C(c2ccc3ncccc3c2)c2nnnn2C2CCCCC2)CC1 (stereo not drawn)	-9.6	2.4	-2.1	8.0	-4.8	-8.4	3.5	1.1	-4.7
26	CN(C(=S)NC(=O)CCCOc1ccc(Cl)cc1Cl)c1ccccc1	-8.9	4.4	-6.9	11.3	-1.5	42.8	-2.9	0.6	x
27	O=C(Nc1nc2ccccc2n1CCOc1ccc(Cl)cc1)c1ccco1	-9.6	7.8	4.2	27.5	-10.6	9.7	8.9	0.9	3.6
28	COc1cccc(C2CC(c3ccccc3)n3ncnc3N2)c1 (stereo not drawn)	-5.1	0.0	0.6	23.9	-1.5	24.5	3.4	0.8	5.0
29	O=S(=O)(NCc1ccccc1)c1ccc(S(=O)(=O)N2CCCCC2)cc1	-8.2	-18.9	-1.1	-5.0	17.0	-3.5	0.9	1	7.4
30	CCOC(=O)C1CCCN(c2c(NCCN3CCCCC3C)c(=O)c2=O)C1 (stereo not drawn)	-6.3	-3.3	-7.2	17.8	3.3	14.4	1.6	0.9	3.3

# Copied from the list.
# CYP2C9 activ result of O=C(c1ccco1)N1CCN(C(=O)c2ccc(Cn3cc(Br)cn3)o2)CC1 stands at 0.8
# LYP act result of COc1cc2c(cc1NC(C)=O)CCCC2 stands at 9.2

# Entries listed so far shown as hits in PLK1 PBD inh:
item	Structure	PLK1 kinase inh	PTPN22 inh 2	EphB4 antag	PLK1 PBD inh	LYP act	CYP2C9 inhib	Rev-RRE block	CYP2C9 activ
3	Cc1ccc(CNC(=O)c2cc3c(=O)n(C)c4ccccc4c3n2C)cc1	-71.2	-5.9	-7.3	62.0*	2.9	39.4	2.8	0.6

# Next entries follow:
item	Molecule	PLK1 kinase inh	PTPN22 inh 2	EphB4 antag	PLK1 PBD inh	LYP act	CYP2C9 inhib	Rev-RRE block	CYP2C9 activ	Calb biofilm kill
31	O=C(NCCN1CCCCCC1)C1CCN(S(=O)(=O)N2CCOCC2)CC1	6.0	6.5	4.6	19.4	-5.5	-11.5	9.2	1.1	4.8
32	C=CCNC(=O)c1onc(CSc2cccc(C)c2)c1C(=O)O	-3.9	-7.1	3.1	-14.6	10.5	65.4*	5.7	0.3	x
33	O=C(CSc1ncn(-c2ccccc2)n1)Nc1nc(-c2ccccc2)cs1	-4.0	-3.1	-0.5	0.8	0.0	x	3.3	x	-1.4
34	CCCn1nc(NC(=O)c2ccncc2)c2cc3ccccc3nc21	-0.7	-8.0	-1.9	-20.6	7.3	94.6*	7.8	0.1	-0.4
35	CC(C)CC(c1nnnn1C1CCCCC1)N1CCN(c2ncccn2)CC1 (stereo not drawn)	-0.7	-3.7	-0.6	-0.3	2.9	96.1*	-2.1	0	4.8
36	CCCCCCNC(=O)C(C#N)c1nc2ccccc2nc1N1CCCC1 (stereo not drawn)	-8.9	7.7	-1.5	-2.1	-7.6	12.6	13.6	0.9	-1.5
37	Cc1c(NC(=O)CCSc2ccc(Cl)cc2)c(=O)n(-c2ccccc2)n1C	-11.5	5.0	2.3	37.5	-6.1	-7.7	0.5	1.1	7.1
38	O=C(c1ccccc1)C(CCC(CN1CCOCC1)C(=O)c1ccccc1)CN1CCOCC1 (stereo not drawn)	0.5	10.4	-0.6	6.2	-8.2	32.2	12.4	0.7	3.4
39	O=C(COC(=O)c1cc[n+]([O-])cc1)NCC12CC3CC(CC(C3)C1)C2	5.9	-7.0	2.1	-10.6	3.3	-11.5	11.0	1.1	8.8
40	CCOC(=O)C1=C(C)N(c2nonc2NC(C)=O)C(N)=C(C#N)C1c1ccccc1F (stereo not drawn)	-13.3	6.7	15.3	27.1	-7.2	72.9*	3.1	0.3	x
41	COCCOc1cc(-n2ccnc2SC)c(Cl)cc1Cl	-6.1	6.4	-1.7	-10.2	-2.5	13.7	12.0	0.9	x
42	CCCCCn1c(CN2CCN(CCO)CC2)nc2c1c(=O)n(C)c(=O)n2C	-6.2	1.1	-6.5	30.6	-1.0	4.2	0.1	1	1.2
43	CCC(c1nc2ccccc2c(=O)n1CCN1CCOCC1)N1C(=O)c2ccccc2C1=O (stereo not drawn)	3.2	-4.6	-8.6	19.5	7.4	29.2	1.2	0.7	3.2
44	C/C(CCc1ccc2c(c1)OCO2)=N\N=C(/N)SC1CC(=O)N(c2ccc(Cl)cc2)C1=O (stereo not drawn)	2.0	-1.0	1.2	-8.2	3.7	54.7*	3.7	0.5	x
45	CCc1cc(C(=O)Cc2cnn(-c3ccccc3)c2)c(O)cc1O	-2.8	-10.2	-14.1	-1.6	7.3	21.6	6.3	0.8	0.7
46	CCOC(=O)c1sc(NC(=O)CN2C(=O)c3cccc4cccc(c34)C2=O)nc1C	-7.5	-10.3	5.0	-11.1	7.6	24.6	11.5	0.8	x
47	CCOC(=O)Nc1ccc(S(=O)(=O)NCCCN2CCOCC2)cc1	-12.1	6.4	7.8	5.3	-2.1	0.9	7.8	1	3.0
48	COc1ccc(CSc2nnc(SCc3ccc([N+](=O)[O-])cc3)s2)cc1	-3.4	-3.5	5.5	13.9	7.6	22.7	0.8	0.8	x
49	CC(=O)NC(Cc1ccccc1)C(=O)NC1CCN(C(=O)c2cnccn2)CC1 (stereo not drawn)	-8.7	0.0	2.7	6.5	-1.8	-6.7	1.7	1.1	8.9
50	Cc1ccc(S(=O)(=O)Nc2ccc3nc(N)sc3c2)cc1	-7.5	11.5	2.3	-8.4	-11.0	94.9*	8.3	0.1	0.2
51	CCC(=O)NC(=S)Nc1ccccc1OC	-3.6	-3.9	12.8	5.2	10.6	14.1	3.4	0.9	x
52	COc1ccccc1C(=O)NC(=Nc1nc2ccccc2o1)NC(=O)c1ccccc1OC	0.6	3.4	-3.9	-31.3	-3.7	73.2*	5.1	0.3	7.0
53	Cc1ccc(C)c(-c2csc(N)c2C(=O)OC(C)C)c1	-8.4	0.0	7.3	-10.3	-0.9	67.0*	11.6	0.3	-1.4
54	COCCNC(=O)C(c1ccc(C)o1)N(Cc1ccccc1)C(=O)Cn1nnc2ccccc21 (stereo not drawn)	-3.3	-0.8	-8.6	-2.8	0.7	16.2	3.2	0.8	6.5
55	Cc1cccc(C(=O)N(C)c2nnc(-c3ccncc3)s2)c1	-11.9	4.8	3.5	4.8	-2.1	x	7.7	x	x
56	Cc1cc2ccccc2c(=O)n1CC(=O)NCC(=O)N(C)C1CCCCC1	0.5	-4.5	3.0	-7.5	8.3	-6.7	3.1	1.1	0.0
57	OCC1(CO)COC2(CCCC2)N1	-13.2	-7.2	-0.9	11.5	6.7	-21.9	5.3	1.2	14.2
58	Cn1c(C(=O)N(Cc2ccccc2)Cc2cccs2)cc2sccc21	-10.1	0.8	-4.6	15.9	-2.2	73.2*	10.8	0.3	-4.4
59	Cc1ccc(N2CCCn3c2cc(C)c(C#N)c3=O)cc1Cl	-2.5	12.3	-0.6	-24.6	-6.7	x	4.7	x	6.1
60	CCC(C(=O)NCc1ccco1)N(Cc1cccs1)C(=O)CNS(=O)(=O)c1ccccc1 (stereo not drawn)	-37.8	-0.8	6.3	-0.8	-1.9	22.3	10.4	0.8	3.0
61	Cc1nc2oc(C(=O)c3ccccc3)c(N)c2c2c1COC(C)(C)C2	-2.8	-14.8	4.7	9.4	13.9	x	-0.3	x	-0.6
62	COC(=O)c1ccc(-c2nc3cc(Cl)c(N)cc3s2)cc1	-10.1	13.5	1.2	-27.1	-8.8	10.8	26.1	0.9	x

# Taken from the results shown for reference:
item	Molecule	PLK1 kinase inh	PTPN22 inh 2	EphB4 antag	PLK1 PBD inh	LYP act	CYP2C9 inhib	Rev-RRE block	CYP2C9 activ	Calb biofilm kill
61	Cc1nc2oc(C(=O)c3ccccc3)c(N)c2c2c1COC(C)(C)C2	-2.8	-14.8	4.7	9.4	13.9	x	-0.3	x	-0.6
62	COC(=O)c1ccc(-c2nc3cc(Cl)c(N)cc3s2)cc1	-10.1	13.5	1.2	-27.1	-8.8	10.8	26.1	0.9	x

# Compound activity (PubChem)
